Bioassay records as filed in PubChem BioAssay.
TNAP activators = human TNAP enzyme activators, primary screen, biochemical, luminescent, no phosphate acceptor, uHTS (AID 1001); Alkaline phosphatase, tissue-nonspecific isozyme (Homo sapiens); purified TNAP, luminescent activation assay, no phosphate acceptor; higher activation fold means a stronger effect; one-dose activation fold at 20 µM; EC50 in µM for titrated hits; 0.03% of 200,000 active; in the data active = activation fold from about 3, or a potency from the dose series; inactive = the rest, 99 in 100 with activation fold below about 1.6; also: many of its hits are not listed in these tables
XIAP displacement = XIAP antagonists, biochemical, IAP family, fluorescence polarization (AID 1018); E3 ubiquitin-protein ligase XIAP (Homo sapiens); XIAP BIR domain, fluorescence polarization peptide displacement; higher % means a stronger effect; one-dose displacement, % at 20 µM; IC50 in µM for titrated hits; 0.007% of 200,000 active; in the data active = displacement above about 50%; also: a part of the inactive calls stands beside numbers as strong as those of hits
Myeloid diff MLP = induction of myeloid progenitor differentiation, primary screen, cell-based, flow cytometry, MLPCN library | ER-HoxA9 myeloid progenitors, lysozyme-GFP differentiation | calls only at 10 µM | 1% of 360,000 active | AID 624256, 2012;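 active = normalized GFP-positive differentiation at or above the plate's own cutoff, the solvent-only control mean plus 3 SD; inconclusive = no clear call, values can overlap the other calls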;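 also: cells exposed to compound for four days before flow analysis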
human PMI inhibition = inhibitors of human PMI, primary screen, biochemical, fluorescence intensity, coupled assay (AID 1209); 0.42% of 190,000 active; purified PMI enzyme, coupled fluorescence intensity; higher % means a stronger effect; Mannose-6-phosphate isomerase (Homo sapiens); inhibition, % at 20 µM, or IC50 in µM where a hit was titrated;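 also: plate controls were DMSO vehicle for no effect and wells lacking substrate for full effect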
SIAH1 antagonists = Siah-1 peptide-binding antagonists, primary screen, biochemical, fluorescence polarization, rhodamine-plectin, uHTS (AID 1817). 0.02% of 290,000 active. one-dose displacement, % at 20 µM; IC50 in µM for titrated hits. Siah-1 / rhodamine-plectin peptide fluorescence polarization; higher % means a stronger effect. E3 ubiquitin-protein ligase SIAH1 (Homo sapiens);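 active = displacement of at least 50% at 20 µM, with a fluorescence ratio check between 0.3 and a set limit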;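 also: plate controls were Siah plus tracer with DMSO for no effect and tracer alone without Siah for full effect; strong numbers were not always called active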
Salmonella PhoP GFP = inhibitors of PhoP regulon expression, primary screen, Salmonella Typhimurium, GFP reporter (AID 1863). S. Typhimurium PhoP-regulated promoter GFP reporter, 4 h; higher % means a stronger effect. inhibition, % at 50 µM; hits with a dose series show IC50 in µM. 0.16% of 300,000 active;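 active = inhibition over 29.93%, a cutoff 3 SD above the screen mean, later confirmed by dose response; inconclusive = inhibition over 29.93% but no dose response follow-up; inactive = inhibition at most 29.93% or unconfirmed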;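 also: 0% = low Mg2+ inducing control and 100% = high Mg2+ repressing control; strong numbers were not always called active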
RSV antiviral HEp-2 = RSV antiviral activity via CPE protection, HEp-2 cells, primary 10 µM value included (AID 2391); HEp-2 cells, RSV-induced CPE inhibition; higher % means a stronger effect; one-dose CPE inhibition, % at 10 µM; IC50 in µM for titrated hits; 0.13% of 310,000 active; in the data active = a potency from the dose series; inconclusive = CPE inhibition mostly from about 23% at the one dose, without a potency; inactive = the rest, 99 in 100 with CPE inhibition below about 21%; also: strong numbers were not always called active
WT yeast gro inh = growth inhibition of WT strain, primary screen, mitochondrial fusion inhibitor project, WT and mutant strains, chemical genetic | mitochondrial fusion phenotypic screen | 2.1% of 190,000 active | inhibition, % at 10 µM; in the data active = inhibition above about 58%; tested in S. cerevisiae
PMI inhibition = human PMI inhibitors, high substrate, primary screen, biochemical, fluorescence intensity, high mannose 6-phosphate (AID 1220). Mannose-6-phosphate isomerase (Homo sapiens). recombinant PMI enzyme, coupled fluorescence intensity; higher % means a stronger effect. inhibition, % at 20 µM; hits with a dose series show IC50 in µM. 0.66% of 190,000 active
WT yeast gro inh mutant strain = also measured in WT yeast gro inh; calls as there; inhibition, %; mitochondrial fusion phenotypic screen, mutant strain inhibition
Myeloid diff MLP GFP+ MAC1+ % = further read-out of Myeloid diff MLP, marked with its call; GFP+ MAC1+ double positive, %; measured here: differentiation confirmed by MAC1 staining
The depositor's hits bear a star; i = inactive; ? = inconclusive; · = no result given; + = active, no number. Rule as the data show it, unless noted: active = inhibition above about 50%; inactive = the rest.

Every second line gives: TNAP activators	XIAP displacement	Myeloid diff MLP	Myeloid diff MLP GFP+ MAC1+ %	human PMI inhibition	SIAH1 antagonists	Salmonella PhoP GFP	RSV antiviral HEp-2	WT yeast gro inh	WT yeast gro inh mutant strain	PMI inhibition
- O=C(Nc1cccc(-c2cccc(Cl)c2)c1)C1CCN(Cc2ccon2)CC1
 : ·	·	i	1.7	·	3%	0%	12%	·	·	·
- O=C(Cn1cc(C(F)(F)F)cc(Cl)c1=O)NCc1ccc(Cl)cc1Cl
 : ·	·	i	2.5	·	7%	3%	1.9%	·	·	·
- c1ccc(C(NCCNC(c2ccccc2)c2ccccc2)c2ccccc2)cc1
 : ·	·	i	0.2	·	10%	0%	7.9%	·	·	·
- Cc1cc2ccccc2c(=O)n1CC(=O)NCC(=O)N(C)C1CCCCC1
 : 1.1	-6.4%	i	1.1	-2%	-4%	-3%	1.8%	6	-10	-5%
- Cc1ccc(S(=O)(=O)N/N=C/c2cccc(OC3CSC3)c2)cc1
 : 1.4	-5.5%	i	0.4	2%	6%	6%	1.8%	-10	7	-1%
- COc1ccc(C2C=C(c3ccc(Br)cc3)Nc3nc(NS(C)(=O)=O)nn32)cc1 (stereo unspecified)
 : 1.1	-3.9%	·	·	-44%	3%	-41%	0.6%	10	15	-77%
- CC(C(=O)Nc1cc([N+](=O)[O-])ccc1Cl)N1CCN(c2ccccc2)CC1 (stereo unspecified)
 : 1.1	-0.8%	i	0.2	7%	4%	0%	-0.3%	7	-1	5%
- COC(=O)c1nc(NC(=O)c2ccc(F)cc2)n[nH]1
 : 1.2	-5.5%	i	0.9	-16%	8%	0%	·	-8	-5	-5%
- O=C(CSc1nnc(-c2ccco2)o1)NCC(=O)c1ccccc1
 : 1.1	-7.6%	i	2.4	4%	-1%	7%	-0.6%	9	6	-3%
- Cn1ncc(N=Cc2ccc([N+](=O)[O-])cc2)c1C(=O)N1CCOCC1
 : 1.1	-13%	i	5.8	-2%	22%	25%	-0.2%	-9	-45	-2%
- CCOC(=O)c1cnc(-n2nc(C)cc2C)nc1Nc1ccc(C)cc1
 : 1	-0.9%	i	0.4	14%	3%	3%	·	46	48	15%
- CCc1nnc(NC(=O)c2ccc(S(=O)(=O)N3CCCc4ccccc43)cc2)o1
 : 1.1	-2.3%	i	2.4	-13%	-7%	-11%	-1.0%	70*	62*	-6%
- Cn1c(NCc2cccc(Br)c2)nc2ccccc21
 : 1.1	-2.4%	i	1.3	21%	3%	3%	10%	32	2	22%
- CC(=O)Nc1ccc(NC(=O)c2ccccc2C)cc1
 : 1	-6.8%	i	1.7	10%	1%	21%	0.1%	2	9	5%
- CCCc1nc2ccccc2c(C(=O)OCC(=O)Nc2ccc(S(=O)(=O)N3CCOCC3)cc2)c1CC
 : 1	-5.0%	i	2.5	12%	-2%	-14%	11%	-1	12	9%
- CC(C)c1ccccc1NC(=O)CC1(CC(=O)O)CCCC1
 : ·	·	i	1.1	·	0%	-9%	1.5%	·	·	·
- CSCC[C@H](NC(=O)OC(C)(C)C)c1nnc(SCC(=O)Nc2c(C)cccc2C)o1
 : 1.1	-1.4%	i	0.5	1%	0%	-5%	1.8%	27	18	-1%
- O=C(NNc1nc2cc3c(cc2s1)OCO3)c1cccc(F)c1
 : 1	-5.7%	i	0.8	-9%	-4%	-1%	3.4%	7	-14	-14%
- CN(C(=S)Nc1ccc(F)cc1)C1(c2ccccc2Cl)CCCCC1=O (stereo unspecified)
 : 1.1	-0.5%	i	1.0	4%	-2%	5%	3.2%	12	0	8%
- COc1ccc(C(C)NC(=S)NCc2ccc(F)cc2)cc1OC (stereo unspecified)
 : ·	·	i	1.9	·	7%	1%	1.1%	·	·	·
- Nc1nonc1-n1nnc(C(=O)N/N=C/c2cccnc2)c1CSc1ccc(Cl)cc1
 : ·	·	i	2.0	·	0%	7%	1.1%	·	·	·
- COc1ccc(C(=O)NCCc2nnc(SCC(=O)Nc3ccccc3F)n2C)cc1
 : 1	-4.7%	i	1.0	9%	-2%	1%	1.4%	0	0	9%
- COC(=O)C1CCN(C(=O)CCC2CCCCC2)CC1
 : 1	-4.6%	i	0.7	-2%	-2%	-10%	2.3%	-1	-4	-4%
- Cc1onc(-c2ccccc2)c1C(=O)N1CCCC1
 : ·	·	i	1.6	·	-5%	-2%	1.4%	·	·	·
- CC1CCCCN1S(=O)(=O)c1cn(C)c(=O)n(C)c1=O (stereo unspecified)
 : 1.1	-8.7%	i	0.0	4%	0%	1%	-0.1%	7	0	0%
- Cc1ccc(OCc2cc(C(=O)N3CCc4sccc4C3)no2)cc1C
 : ·	·	i	0.9	·	0%	-3%	17%	·	·	·
- COc1ccc(OC)c(/C=N/N(CCC#N)C2=NS(=O)(=O)c3ccccc32)c1
 : ·	·	i	0.6	·	2%	4%	-0.1%	·	·	·
- CCO[C@H]1OC(C(=O)NCc2nc3ccccc3[nH]2)=C[C@@H](c2ccccc2)[C@@H]1CCCO
 : 1.1	-4.5%	i	0.7	4%	0%	-2%	0.5%	4	3	5%
- Cc1ccc(S(=O)(=O)NC(CC(N)=O)C(=O)O)cc1 (stereo unspecified)
 : 1.1	-5.8%	i	0.8	-6%	0%	4%	1.2%	1	10	-5%
- COC(=O)CNc1nc(Cl)nc(Nc2ccc(C)cc2)n1
 : 1.1	-8.8%	i	0.5	-9%	-3%	12%	0.3%	-3	-3	10%

Reformatted bar-delimited: two of the compounds above
SMILES | TNAP activators | XIAP displacement | Myeloid diff MLP | Myeloid diff MLP GFP+ MAC1+ % | human PMI inhibition | SIAH1 antagonists | Salmonella PhoP GFP | RSV antiviral HEp-2 | WT yeast gro inh | WT yeast gro inh mutant strain | PMI inhibition
O=C(NNc1nc2cc3c(cc2s1)OCO3)c1cccc(F)c1 | 1 | -5.7% | i | 0.8 | -9% | -4% | -1% | 3.4% | 7 | -14 | -14%
CN(C(=S)Nc1ccc(F)cc1)C1(c2ccccc2Cl)CCCCC1=O (stereo unspecified) | 1.1 | -0.5% | i | 1.0 | 4% | -2% | 5% | 3.2% | 12 | 0 | 8%

(cont.)
Every second line gives: TNAP activators	XIAP displacement	Myeloid diff MLP	Myeloid diff MLP GFP+ MAC1+ %	human PMI inhibition	SIAH1 antagonists	Salmonella PhoP GFP	RSV antiviral HEp-2	WT yeast gro inh	WT yeast gro inh mutant strain	PMI inhibition
- COc1ccc(CCC(=O)N2CCN(c3cccc(C)c3C)CC2)cc1
 : ·	·	i	0.6	·	0%	-4%	?	·	·	·
- Fc1ccc(CNC(=S)NC2CCCCC2)cc1
 : 1.1	-3.3%	i	0.0	8%	15%	-6%	4.9%	27	21	8%
- CCCCCCCOC(=O)C[N+](C)(C)CCOC1CC2CCC1(C)C2(C)C (stereo unspecified)
 : 0.9	-13%	i	0.1	17%	-5%	25µM*	·	78*	38*	8%
- Cc1ccc(CNC(=O)CCC(=O)Nc2nnc(C)s2)cc1
 : ·	·	i	2.4	·	2%	-8%	0.7%	·	·	·
- C/C(=N\NC(=O)c1ccoc1C)c1cccc2ccccc12
 : ·	·	i	3.1	·	-2%	4%	5.3%	·	·	·
- CCOC(=O)N1CCN(C(=O)COc2ccc(S(=O)(=O)NCc3ccccc3)cc2)CC1
 : 1.1	-3.3%	+	1.9*	4%	0%	-5%	6.8%	-9	0	3%
- CCOC(=O)C1CCN(c2cc3c(cc2NC(=O)c2ccc(F)cc2)n(C)c(=O)n3C)CC1
 : ·	·	i	2.7	·	8%	-3%	3.4%	·	·	·
- O=C(N/N=C(\Cc1ncc[nH]1)c1ccccc1)c1ccncc1
 : 1	-2.0%	·	·	-2%	0%	-8%	-0.4%	-6	1	1%
- CCC(CC)c1nnc(NC(=O)c2ccc(S(=O)(=O)N3CCc4ccccc4C3)cc2)s1
 : 1.1	2.2%	i	0.4	-14%	-2%	-1%	-0.1%	-6	-14	-12%
- O=C1NN(c2ccccc2)C(=O)/C1=C\c1cccn1-c1ccc(Cl)c([N+](=O)[O-])c1
 : 1.2	-3.3%	+	1.4*	0%	-1%	6%	1.0%	22	6	4%
- COc1cc(C(=O)O/N=C(\N)c2cccc([N+](=O)[O-])c2)cc(OC)c1OC
 : ·	·	i	0.2	·	12%	-2%	1.5%	·	·	·
- CCOC(=O)N1CCC(n2c(SCC(=O)NCc3ccccc3)nc3ccccc3c2=O)CC1
 : 1.1	1.4%	i	0.3	4%	6%	-4%	1.6%	2	3	1%
- OCCNc1c2ccccc2nc2c(F)c(F)c(F)c(F)c12
 : 1.1	2.9%	·	·	3%	0%	-6%	-1.7%	5	5	3%
- COC(=O)Cn1c(CCS(=O)(=O)c2ccc(Cl)cc2)nc2ccccc21
 : 1	-3.8%	i	1.4	12%	-1%	-10%	1.0%	32	39	2%
- CCc1nnc(NC(=O)CSc2nnc(CNc3cccc(Cl)c3)n2CC)s1
 : 1.1	-2.0%	i	0.8	8%	0%	4%	-0.2%	-14	8	4%

Records listed above marked active in Salmonella PhoP GFP.
molecule	TNAP activators	XIAP displacement	Myeloid diff MLP GFP+ MAC1+ %	human PMI inhibition	SIAH1 antagonists	Salmonella PhoP GFP	RSV antiviral HEp-2	WT yeast gro inh mutant strain	PMI inhibition
CCCCCCCOC(=O)C[N+](C)(C)CCOC1CC2CCC1(C)C2(C)C (stereo unspecified)	0.9	-13%	0.1	17%	-5%	25µM*	·	38*	8%

5 of the entries above in order of the WT yeast gro inh mutant strain value, highest first.
SMILES,WT yeast gro inh mutant strain
Cc1ccc(S(=O)(=O)NC(CC(N)=O)C(=O)O)cc1 (stereo unspecified),10
CCc1nnc(NC(=O)CSc2nnc(CNc3cccc(Cl)c3)n2CC)s1,8
O=C(CSc1nnc(-c2ccco2)o1)NCC(=O)c1ccccc1,6
CCOC(=O)N1CCN(C(=O)COc2ccc(S(=O)(=O)NCc3ccccc3)cc2)CC1,0
Cc1cc2ccccc2c(=O)n1CC(=O)NCC(=O)N(C)C1CCCCC1,-10

Single entries from the results shown:
For RSV antiviral HEp-2, O=C(N/N=C(\Cc1ncc[nH]1)c1ccccc1)c1ccncc1 shows -0.4%
For TNAP activators, COC(=O)Cn1c(CCS(=O)(=O)c2ccc(Cl)cc2)nc2ccccc21 shows 1
For RSV antiviral HEp-2, Fc1ccc(CNC(=S)NC2CCCCC2)cc1 shows 4.9%
For WT yeast gro inh mutant strain, O=C1NN(c2ccccc2)C(=O)/C1=C\c1cccn1-c1ccc(Cl)c([N+](=O)[O-])c1 shows 6
For TNAP activators, CCOC(=O)N1CCN(C(=O)COc2ccc(S(=O)(=O)NCc3ccccc3)cc2)CC1 shows 1.1
For Myeloid diff MLP GFP+ MAC1+ %, CCOC(=O)C1CCN(c2cc3c(cc2NC(=O)c2ccc(F)cc2)n(C)c(=O)n3C)CC1 shows 2.7
